Assay outcomes from PubChem BioAssay.
Autophagy HCS: alters autophagy in cells; MEF GFP-LC3 puncta imaging; test concentration mostly 10 µM; 190,000 tested, 0.98% active; calls only at 10 µM (by protocol);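 active means percentage of spot-positive cells more than 3 SD above its plate mean, without a fluorescence outlier flag or 80% toxicity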;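 further: spot-positive cell cutoff set from DMSO-treated cells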
Dynein cargo inh: blocks dynein driven cargo transport along microtubules. 3617.4 mouse cells, GR-EGFP nuclear translocation imaging; test concentration mostly 20 µM; stimulated with dexamethasone, 1 µM; active compounds read low. z-score, hits read low. 220,000 tested, 0.47% active. AID 1381;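 active means plate z-score of nuclear minus cytoplasmic receptor signal below a set negative limit, without overly bright fluorescence or cell loss, cut at about -3.5 in these data, passing the limit was not always enough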;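 further: z-score of nuclear minus cytoplasmic ring GR-EGFP intensity difference per well; some compounds called inactive have numbers as strong as hits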
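Also added – dexamethasone, 1.0 µM final · Buffer or medium – tet-free, stripped-serum medium · Schedule – induction 48 h, compound 1 h, agonist 30 min · Detection – formaldehyde fixation, Hoechst nuclear stain, 10x automated fluorescence imaging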
HIV fusion peptide: cell-free HIV fusion peptide-binding blockers – biochemical, uHTS, fluorescence dequenching, primary screen (AID 1986); inhibition, % at 20 µM, or IC50 in µM where a hit was titrated; 290,000 tested, 0.3% active; cell-free peptide binding, fluorescence dequenching, 30 min; higher % means a stronger effect; in the data active means inhibition mostly above about 52%, no sharp cut-off; inactive means mostly below about 76%; further: some results filed as inactive read as strong as hits
bCat nuc transl: modulators of beta-catenin nuclear translocation; HeLa beta-catenin nuclear translocation, immunofluorescence imaging; nuclear translocation activity, % at 5 µM; 190,000 tested, 0.3% active; AID 1665;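 active means nuclear translocation activity above 50% at 5 µM, with a well cell count of 50 or more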;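 further: per-cell ratio of nuclear to cytoplasmic median beta-catenin stain intensity; plate controls were DMSO negative control for no effect and GSK-3 inhibitor IX positive control for full effect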
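assay system = human HeLa cells, endogenous beta-catenin | times = compound treatment 24 h, 37°C, 5% CO2 | detection = Anti-beta-catenin immunofluorescence on PFA-fixed, Triton-permeabilized cells, DAPI nuclei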
Yfh1-off respiration: mitochondrial function rescue without frataxin homolog – Friedreich's ataxia, plus single-dose screen, dose response (AID 1465) | S. cerevisiae Yfh1-off respiration, WST-1 reduction, 72 h; higher fold induction means a stronger effect | fold induction at 50 µM; hits with a dose series show EC50 in µM | 220,000 tested, 0.074% active;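 active means fold induction of absorbance versus untreated yeast above a set limit, then at least 30% activation at any dose in follow-up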;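 further: activators that raise dye reduction in frataxin-depleted yeast; strong numbers were not always called active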
MT stabilizer: stabilizes microtubules in HeLa cells; 200,000 tested, 0.83% active; % tubulin-high responders, % at 10 µM; HeLa tubulin immunostaining HCS, 24 h; share of cells brighter than vehicle mean+2SD;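 active means plate Z-score above 3 for both tubulin-high and condensed-nucleus cell shares, with cell loss under 80%, at 10 µM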;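 further: anti alpha tubulin signal scored within the nucleus-defined area of each cell; some results filed as inactive read as strong as hits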
WT yeast gro inh: growth inhibition of WT yeast, mitochondrial fusion screen | mitochondrial fusion phenotypic screen, WT strain | inhibition, % at 10 µM | 190,000 tested, 2.1% active | AID 1362; in the data active means inhibition above about 58%; tested in S. cerevisiae
AID2073: disruptors of CaV2.2 binding to Mint1 – biochemical, HTRF (AID 2073). HTRF protein-protein interaction, Mint1-CaV2.2; higher % means a stronger effect. inhibition, % at 20 µM; hits with a dose series show IC50 in µM. 290,000 tested, 0.19% active; in the data active means inhibition mostly above about 51%, no sharp cut-off; further: some results filed as inactive read as strong as hits
Insulin prom up: MIN6 insulin promoter up-regulation; z-score at 5 µM; 190,000 tested, 0.3% active; MIN6 insulin promoter-GFP reporter, high-content imaging; active compounds read high;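 active means z-score above 3 at 5 µM with at least 500 cells counted in the well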
WT yeast gro inh mutant strain: second read-out of WT yeast gro inh, no call of its own (marks repeat the call); inhibition, %; mitochondrial fusion phenotypic screen, mutant strain inhibition
Dynein cargo inh cytoplasmic EGFP: further read-out of Dynein cargo inh, marked with its call; z-score; measured here: cytoplasmic GR-EGFP intensity; active compounds read high
Dynein cargo inh nuclear GR-EGFP: further read-out of Dynein cargo inh, marked with its call; z-score; measured here: nuclear GR-EGFP intensity;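 lower value marks the stronger effect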
Dynein cargo inh cell count: further read-out of Dynein cargo inh, marked with its call; z-score; measured here: cell count per field
Insulin prom up cell count: also measured in Insulin prom up; calls as there; cell count; measured here: cytotoxicity, nuclei count;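 total cells summed across four imaged fields per well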
bCat nuc transl cell count 5 µM: second read-out of bCat nuc transl, no call of its own (marks repeat the call); cell count; measured here: cell count, cytotoxicity flag
MT stabilizer Hoechst-high %: second read-out of MT stabilizer, no call of its own (marks repeat the call); % Hoechst-high responders; measured here: nuclear condensation Hoechst responders;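 share of cells brighter than vehicle mean plus two SD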
MT stabilizer cytotoxicity %: further read-out of MT stabilizer, marked with its call; toxicity, %; measured here: cytotoxicity by cell density;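 0% = mean cell density of plate MIN control wells and 100% = no cells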
Autophagy HCS cell loss 18 h: further read-out of Autophagy HCS, marked with its call; toxicity, %; measured here: cell loss, nuclei count;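 cell loss after 18 h compound exposure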
Active calls of the source: *; i = inactive; · = no result given; + = active, no number. Compounds as they come; overall some 4.2% were active at least once.

SMILES	Autophagy HCS	Autophagy HCS cell loss 18 h	Dynein cargo inh	Dynein cargo inh cytoplasmic EGFP	Dynein cargo inh nuclear GR-EGFP	Dynein cargo inh cell count	HIV fusion peptide	bCat nuc transl	bCat nuc transl cell count 5 µM	Yfh1-off respiration	MT stabilizer	MT stabilizer Hoechst-high %	MT stabilizer cytotoxicity %	WT yeast gro inh	WT yeast gro inh mutant strain	AID2073	Insulin prom up	Insulin prom up cell count
COc1cc(/C=C/C2=CC(C)(C)NC(=S)N2)cc(OC)c1OC	i	7	-0.51	-0.13	0.087	0.54	-1.4%	0.1	1483	i	4.9	2.3	9.8	-2	18	7%	-0.24	1456
Cc1oc(C(N)=O)cc1COc1ccc(C(N)=O)cc1	·	·	-0.72	-0.2	-0.04	1	1.3%	-0.7	1361	i	·	·	·	·	·	-1%	-0.28	1115
COc1ccc([N+](=O)[O-])cc1Nc1ncnc2ccccc12	i	-10	3.2	-0.33	1.2	-2.2	-1.8%	-1.8	1501	i	2.7	1.7	6.3	-18	-5	38%	-0.09	1373
Cc1ccc(C(=O)O)cc1S(=O)(=O)NCC1CCCO1 (stereo not drawn)	i	3	-0.58	-0.21	0.22	1.5	1.1%	·	·	i	3.4	1.7	12	11	9	1%	·	·
CC(=O)N1CCc2cc(S(=O)(=O)NC(CC(C)C)C(=O)N3CCn4c3nc3ccccc34)ccc21 (stereo not drawn)	i	-7	-0.63	0.072	-0.17	-0.22	0.8%	-1.4	1017	i	2.7	1.8	1.9	18	24	6%	-0.54	1687
COc1ccc(OC(=O)c2ccc(Cl)cc2)c(C(C)=O)c1	i	20	0.32	-0.16	0.37	-0.55	-1.4%	-0.7	1122	i	3.2	2.6	4.0	4	12	-21%	0.04	1240
O=C(Cc1ccccc1)NNC(=O)c1ccc(NC(=O)c2ccccc2)cc1	i	3	0.24	0.23	0.12	0.03	1.8%	-2.4	1143	i	6.8	1.4	4.7	-4	-9	14%	0.2	1568
NS(=O)(=O)c1ccc(CCNC(=O)c2cccc(OC(F)F)c2)cc1	+	15*	-0.41	-0.33	0.12	0.12	-0.4%	0.4	1091	i	4.5	2.7	9.1	-10	-1	7%	-0.43	1149
C=CCn1cnc2c(c1=O)c1nc3ccccc3nc1n2/N=C/c1cccc(OC)c1OC	·	·	·	·	·	·	-1.0%	-6.3	904	·	·	·	·	·	·	18%	-1.3	1106
Cc1ccc(C)c(/C=N/NC(=S)NC(C)C)c1	i	2	-0.57	-0.25	-0.68	0.15	-2.7%	0.3	955	i	2.5	2.5	9.5	3	9	-14%	-0.27	1307
O=C(CSc1ncn[nH]1)N1N=C2/C(=C/c3ccco3)CCCC2C1c1ccco1 (stereo not drawn)	i	7	-0.091	-0.26	0.099	0.27	-0.4%	3.0	1049	i	3.1	2.6	4.9	24	-19	8%	-0.51	764
C(=N\Nc1nc2ccccc2s1)/c1cccs1	i	20	0.76	-0.12	1.1	-1.4	-1.2%	5.5	1403	i	4.0	2.2	1.3	47	56	-2%	-0.9	1587
Cc1ccc(C)c(/C=N/Nc2nc3ccccc3c(=O)n2O)c1	·	·	-0.055	0.45	0.46	-0.095	1.6%	0.4	1281	i	·	·	·	·	·	-19%	-0.7	1067
O=C1OC(COc2ccc(Br)cc2)CN1c1ccccc1 (stereo not drawn)	·	·	0.97	-0.11	0.99	-1.5	-1.5%	0.9	1288	i	·	·	·	·	·	16%	1.1	1032
CCN(CC)C(=O)Cn1nc(C)c2ccccc2c1=O	i	-10	-0.43	-0.17	-0.12	0.47	-0.1%	0.1	1126	i	1.9	1.7	5.2	-11	-4	-2%	·	·
COc1ccccc1CNCc1cc(Br)ccc1OC	i	-21	-0.087	-0.28	0.088	0.56	1.6%	2.2	491	i	2.1	1.5	11	6	5	-2%	·	·
COc1ccccc1-c1nc(-c2ccc(Br)o2)no1	i	5	-0.11	-0.14	0.23	-0.25	-2.1%	·	·	i	3.2	2.5	4.9	7	3	34%	2	861
Cc1ccc(C(=O)N2CCN(c3ccc([N+](=O)[O-])c(NCc4cccnc4)c3)CC2)cc1	i	3	-0.2	-0.33	-0.46	1.2	-4.1%	-3.7	566	i	2.4	1.6	3.5	8	-10	2%	-0.18	1291
COc1cc(Br)c(CCNC(=O)c2ccco2)cc1OC	i	10	-0.023	-0.24	0.19	0.24	-0.6%	-2.3	1082	i	3.3	2.3	7.6	-4	7	-8%	0.67	1626
O=C(c1nn(-c2ccccc2)c(=O)c2ccccc12)N1CCN(c2ncccn2)CC1	i	-14	-1.1	-0.3	-0.47	0.38	-0.7%	-1.9	939	i	0.6	1.4	8.3	-6	-3	-6%	0.11	1600
COc1cccc(OCc2nnc(SCC(=O)NCc3ccco3)n2C)c1	i	-5	-0.18	-0.13	-0.7	0.5	3.0%	-2.1	1357	i	2.8	2.0	8.1	-8	-3	2%	-0.02	1583
Cc1nc(-c2nnc(SCC(=O)Nc3cc(C(F)(F)F)cc(C(F)(F)F)c3)n2C)cs1	·	·	0.49	-0.26	0.83	-0.36	12%	-0.7	1371	i	·	·	·	·	·	17%	·	·
COCCNC(=O)CN1CCN(Cc2cccc(Cl)c2)C1=O	·	·	-0.52	-0.12	0.019	-0.32	-0.7%	-1.8	1094	i	6.2	1.5	7.4	-6	3	4%	-0.67	1713
COc1ccc(NC(=O)CN2CCN(C3c4ccccc4-c4ccccc43)CC2)c(OC)c1	i	8	0.31	-0.42	0.29	-0.23	2.1%	0.1	1241	i	4.9	1.2	2.5	43	18	25%	-1.5	1331
Cc1nn(-c2ccccc2)c(Cl)c1/C=N/NC(=O)c1ccc(CNc2ccccc2)o1	i	4	-0.43	-0.25	-0.33	1.1	1.6%	-6.7	590	i	2.4	2.0	14	-35	-8	19%	-1.6	1077
O=C(CCNS(=O)(=O)c1cccc2nsnc12)NC1CCN(Cc2ccccc2)CC1	i	-4	0.63	-0.29	0.95	-0.15	3.4%	-0.5	1035	i	3.8	3.5	0.7	15	7	15%	-0.21	1961
O=C(Nc1cccc(-c2nc3ncccc3o2)c1)c1ccccc1	i	-18	-1.1	-0.25	-0.46	1.4	-2.7%	-1.1	1164	i	1.3	1.1	1.9	9	3	5%	0.18	1274
Cc1noc(C(=O)Nc2c(C)n(C)n(-c3ccccc3)c2=O)c1Cl	i	17	-0.61	-0.17	0.018	-0.083	0.2%	-4.0	1223	i	4.4	2.1	7.3	10	1	1%	0.16	1218
COc1cc(NC(=O)c2cccs2)ccc1NC(=O)c1cc2ccccc2o1	i	-11	0.34	-0.29	0.47	-0.013	0.4%	-2.9	1048	i	3.0	2.5	2.9	-6	-11	11µM*	-0.19	1707
Nc1ccccc1S(=O)(=O)c1ccccc1N	i	19	-1.6	-0.29	-0.52	0.3	3.5%	-1.0	1286	i	5.0	3.9	3.3	6	9	4%	-0.86	1554
CCOC(=O)c1c(NC(=S)NCC2CCCO2)sc(C)c1C (stereo not drawn)	i	-14	1.2	-0.22	0.51	0.28	-2.0%	0.1	1090	i	3.1	2.3	12	-13	-18	-6%	-0.05	1088
COc1ccc(CNC(=O)c2cc(COc3c(F)cccc3F)on2)cc1OC	i	8	-1.3	0.47	-0.41	0.8	-0.3%	-3.3	977	i	3.4	2.2	1.4	2	10	14%	0	1417
CCOc1ccc(C(=O)N2CCCN(C(=O)c3ccc(OCC)cc3)CC2)cc1	i	20	0.065	-0.2	0.23	0.08	-0.5%	1.7	871	i	4.0	1.7	8.8	1	2	-16%	-0.13	1703
O=C(NNC(=O)c1cc2c(s1)CCCC2)c1ccccc1	i	-14	-0.81	-0.22	-0.15	1.3	-2.5%	-1.8	547	i	4.1	1.6	7.3	0	8	6%	0.28	1236
CC(C)c1ncc(C(O)c2ccccc2)n1C (stereo not drawn)	·	·	0.048	-0.29	0.68	0.95	1.0%	1.8	1300	i	·	·	·	·	·	5%	0.29	1163
CC(=O)Oc1ccc(/C=N/NS(=O)(=O)c2ccccc2)cc1	i	5	0.03	-0.22	-0.14	0.27	-1.0%	0.3	1450	i	1.4	1.2	5.3	-5	11	-12%	0.94	1402
CC(C)(C)c1ccc(OCC(=O)NNC(=O)c2cccnc2)cc1	i	-1	-0.054	-0.17	0.0052	-0.86	-1.5%	-2.1	1021	i	2.8	2.0	7.4	-8	-12	-14%	1.2	1444
CCc1cc(=O)oc2cc(OCc3nn[nH]n3)ccc12	i	-7	-0.18	-0.2	-0.26	0.55	-2.4%	-0.3	1184	i	1.8	0.8	2.7	6	6	1%	-0.27	966

An excerpt of these results, bar-delimited.
SMILES | Autophagy HCS | Autophagy HCS cell loss 18 h | Dynein cargo inh | Dynein cargo inh cytoplasmic EGFP | Dynein cargo inh nuclear GR-EGFP | Dynein cargo inh cell count | HIV fusion peptide | bCat nuc transl | bCat nuc transl cell count 5 µM | Yfh1-off respiration | MT stabilizer | MT stabilizer Hoechst-high % | MT stabilizer cytotoxicity % | WT yeast gro inh | WT yeast gro inh mutant strain | AID2073 | Insulin prom up | Insulin prom up cell count
O=C(c1nn(-c2ccccc2)c(=O)c2ccccc12)N1CCN(c2ncccn2)CC1 | i | -14 | -1.1 | -0.3 | -0.47 | 0.38 | -0.7% | -1.9 | 939 | i | 0.6 | 1.4 | 8.3 | -6 | -3 | -6% | 0.11 | 1600
COc1cccc(OCc2nnc(SCC(=O)NCc3ccco3)n2C)c1 | i | -5 | -0.18 | -0.13 | -0.7 | 0.5 | 3.0% | -2.1 | 1357 | i | 2.8 | 2.0 | 8.1 | -8 | -3 | 2% | -0.02 | 1583
Cc1nc(-c2nnc(SCC(=O)Nc3cc(C(F)(F)F)cc(C(F)(F)F)c3)n2C)cs1 | · | · | 0.49 | -0.26 | 0.83 | -0.36 | 12% | -0.7 | 1371 | i | · | · | · | · | · | 17% | · | ·
